High-throughput results: PubChem BioAssay, several laboratories
CRFR2-BP antag: blocks CRF-induced signaling of the CRF-BP/CRF-R2 complex; hit rate 0.59% among 350,000; inhibition, % at 11.8 µM; HEK293 CRF-R2/CRF-BP, CRF-induced calcium fluorescence;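 active means inhibition of the ligand-induced calcium signal above about 50% at the single tested concentration, limit read from the data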
CHRM4 PAM: positive allosteric modulators of human muscarinic M4 receptor | hit rate 0.4% among 360,000 | activation, % at 3 µM | CHO-K1 hM4/Gqi5, Fluo-8 calcium fluorescence, ACh EC20; 0% = ACh EC20, 100% = maximal ACh;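 active means activation above its plate's cutoff, the mean activation of sample wells plus 3 SD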; further: some results filed as inactive read as strong as hits
Target sequence (P08173 whole entry, looked up): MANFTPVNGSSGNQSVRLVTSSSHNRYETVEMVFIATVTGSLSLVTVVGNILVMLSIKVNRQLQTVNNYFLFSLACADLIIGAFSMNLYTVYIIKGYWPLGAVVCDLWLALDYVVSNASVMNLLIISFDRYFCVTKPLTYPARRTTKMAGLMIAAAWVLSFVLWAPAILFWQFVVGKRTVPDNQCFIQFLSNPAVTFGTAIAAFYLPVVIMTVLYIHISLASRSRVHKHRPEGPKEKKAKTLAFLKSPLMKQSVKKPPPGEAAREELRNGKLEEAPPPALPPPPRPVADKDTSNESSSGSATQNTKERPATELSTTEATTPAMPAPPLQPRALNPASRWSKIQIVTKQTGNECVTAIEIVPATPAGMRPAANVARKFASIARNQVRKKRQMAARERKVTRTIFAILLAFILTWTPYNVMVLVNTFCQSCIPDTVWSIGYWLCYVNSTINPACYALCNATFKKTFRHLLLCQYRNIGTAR
M5 PAM: positive allosteric modulators of human muscarinic M5 receptor; P08912; CHO-K1 hM5, Fluo-8 calcium, ACh EC20 PAM; 0% = ACh EC20, 100% = ACh EC100; activation, % at 3 µM; hit rate 0.3% among 360,000;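 active means activation above the run cutoff, the mean activation of all test compounds plus 3 SD, cut at about 18% in these data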
Target sequence (P08912 whole entry, looked up): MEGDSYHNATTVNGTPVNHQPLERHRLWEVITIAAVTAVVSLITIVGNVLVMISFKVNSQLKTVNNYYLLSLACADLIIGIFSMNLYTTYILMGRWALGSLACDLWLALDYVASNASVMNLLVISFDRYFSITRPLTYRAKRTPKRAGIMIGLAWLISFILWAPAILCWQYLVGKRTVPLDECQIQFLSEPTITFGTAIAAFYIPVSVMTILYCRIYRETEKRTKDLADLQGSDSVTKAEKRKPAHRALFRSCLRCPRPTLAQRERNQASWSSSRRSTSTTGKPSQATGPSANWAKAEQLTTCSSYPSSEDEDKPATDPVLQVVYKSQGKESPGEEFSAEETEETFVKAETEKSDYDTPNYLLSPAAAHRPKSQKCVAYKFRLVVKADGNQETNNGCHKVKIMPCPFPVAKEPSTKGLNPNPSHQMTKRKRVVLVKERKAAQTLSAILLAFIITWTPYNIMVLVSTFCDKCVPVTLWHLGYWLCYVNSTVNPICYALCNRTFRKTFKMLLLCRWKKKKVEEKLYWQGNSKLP
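system = human M5 receptor in CHO-K1 cells | compound = one concentration, 3 µM final (nominal) | schedule = Post-acetylcholine fluorescence recording 140 s | signal = Fluo-8 calcium dye fluorescence, kinetic read | benchmarks = low control EC20 acetylcholine (0%), high control EC100 acetylcholine (100%) | repeats = singlicate, one well per test compound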
IDE inh: inhibits human insulin-degrading enzyme in HEK cells. P14735. FAbetaB cleavage, fluorescence polarization. inhibition, % at 5.59 µM. hit rate 0.41% among 320,000;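 active means percent inhibition above the average of all tested compounds plus 3 SD, set per screening campaign, cut at about 16% in these data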;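 further: IDE supplied by intact live HEK cells; FP after avidin binding of uncleaved biotin substrate so inhibition keeps polarization high; 0% = DMSO wells and 100% = 60 µM reference IDE inhibitor Ii1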
M5 ag: agonists of human muscarinic M5 receptor (CHRM5) | P08912 | CHO-K1 hM5 cells, Fluo-8 calcium fluorescence; 0% DMSO wells, 100% maximal acetylcholine response | activation, % at 3 µM | hit rate 0.19% among 360,000;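 active means activation above the run's mean over test compounds plus 3 SD, cut at about 23% in these data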;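 further: signal is peak over basal fluorescence ratio across the kinetic read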
M4 ag: CHRM4 agonism in calcium assay; CHO-K1 hM4/Gqi5, Fluo-8 calcium fluorescence; vehicle 0%, full acetylcholine response 100%; activation, % at 3 µM; hit rate 0.14% among 360,000; AID 624127;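 active means activation above the run mean over all test wells plus 3 SD, cut at about 32% in these data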;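 further: peak over basal fluorescence ratio per well then scaled between controls; 0% = DMSO wells and 100% = acetylcholine at EC100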
CHRM5 antagonist: blocks acetylcholine activation of human M5 receptor. P08912. CHO-hM5 cells, Fluo-8 calcium fluorescence, ACh EC80. inhibition, % at 3 µM. hit rate 0.59% among 360,000. AID 624040;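 active means inhibition above a per-plate cutoff, the mean of that plate's test compounds plus 3 SD, cut at about 27% in these data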;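 further: 0% = acetylcholine EC80 with DMSO and 100% = DMSO without agonist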
CRFR2-BP ag: CRF-BP/CRF-R2 complex agonism. AID 588473. activation, % at 13.2 µM. HEK293 CRF-R2/CRF-BP, calcium dye fluorescence (FLIPR); percent of saturating CRF peptide response. hit rate 0.46% among 350,000;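 active means activation of at least 50%, plus an integration ratio under a set limit after plate pattern correction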;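 further: plate controls were neutral control wells without compound for no effect and CRF at EC100 for full effect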
M4 antag: blocks acetylcholine activation of human M4 receptor. inhibition, % at 3 µM. hit rate 0.73% among 360,000. P08173. CHO-hM4 cells, ACh EC80, Fluo-8 calcium fluorescence. AID 624125;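 active means inhibition above its plate's cutoff, the mean inhibition of sample wells plus 3 SD, cut at about 27% in these data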;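 further: 0% = acetylcholine EC80 with DMSO and 100% = DMSO without agonist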
Numbers without * were called inactive; . = not tested or not shown. Hits appear at their usual frequency; 2.9% or so of the library scored in one or more.

CRFR2-BP antag	CHRM4 PAM	M5 PAM	IDE inh	M5 ag	M4 ag	CHRM5 antagonist	CRFR2-BP ag	M4 antag	structure
0	-6	-7	6	-8	4	10	-4.2	-5	O=C(CSc1nc(=O)n2ccccc2n1)N1N=C(c2cccs2)CC1c1ccc(F)cc1 (configuration not stated)
7	-1	-2	.	-3	2	6	-0.5	2	CCOc1ccc(N(CC(=O)N2CCN(c3ccccc3OC)CC2)S(=O)(=O)c2ccc(C)cc2)cc1
-6	-1	1	-1	1	1	-6	-1.1	-6	COC(=O)Nc1ccc(C)c(NC(=O)OC)c1
-24	1	1	0	2	1	-3	2.8	6	Cc1ccc(S(=O)(=O)NC2=NCN(CCN3CCOCC3)CN2)cc1
.	-9	-14	.	-3	8	6	.	-10	CC(C)C(C(=O)NCc1ccccc1)N(C)Cc1ccc(Cl)c(Cl)c1 (configuration not stated)
21	3	-2	10	-2	0	-2	3.8	-10	CCc1ccc(C(=O)CCC2CCCCC2=O)cc1 (configuration not stated)
0	1	4	2	-1	1	-3	-0.8	-1	O=C(NCCN1CCOCC1)c1cccs1
21	-4	1	5	-2	0	2	-1.7	2	COc1nc(OCCNC(C)=O)nc(N(C)C)n1
0	14	-2	-3	-2	3	11	-0.7	-7	COc1cccc(-n2c(=O)c3c(C)c(C(=O)N(C)C)sc3n(CC(=O)NCC3CCCO3)c2=O)c1 (configuration not stated)
.	1	-5	.	-5	-2	-4	.	-27	Cc1ccc2nc(-c3ccc(F)cc3)c(Cc3cccc(Cl)c3)n2c1
17	6	6	5	0	1	-2	-1.4	4	Cc1ccc(C(=O)NNC(=O)c2cccnc2SCc2cccc([N+](=O)[O-])c2)cc1
5	-2	-6	1	-5	1	10	5.1	3	Cc1nn(CC(=O)NCc2ccc(OC(C)C)cc2)c(=O)c2cc(-c3ccccc3)nn12
14	4	-4	-1	0	0	0	-0.6	1	CC(C)c1ccc(C2=C(O)c3ccccc3C(=O)C2=O)cc1
-8	-8	-8	-3	1	6	4	0.9	-3	Cn1c(N)c(C(=O)COC(=O)[C@@H]2CCCN2S(=O)(=O)c2ccc(Cl)cc2)c(=O)n(C)c1=O
-12	9	5	-5	-2	0	-5	-0.7	1	COc1ccc(Cn2c(=O)[nH]c3cc(C(=O)Nc4ccc(N5CCN(C)CC5)cc4)ccc32)cc1
-66	6	-15	3	-4	5	12	-1.2	-1	CCN1CCN(c2cc(C(C)(C)C)nc3c(-c4ccccc4)c(C)nn23)CC1
-17	-26	-12	7	-1	14	4	2.5	-4	Cc1nnc(Nc2ccc(Cl)cc2)s1
-1	13	-6	2	-4	1	-9	2.1	7	O=C(O)CCC(=O)Nc1ccccc1C(=O)Nc1ccccc1
14	4	3	5	1	6	1	-0.2	-3	CN(CC(=O)Nc1ccc(Cl)cc1)CC(=O)Nc1ccc(F)c(F)c1F
9	0	-2	3	0	1	2	-2.2	-16	CCCCOC(=O)COc1ccc(Cl)cc1Cl
5	-2	-9	-4	-1	1	15	-2.2	6	CCN(C(=O)CSc1n[nH]c(N)n1)c1cccc2ccccc12
2	5	-1	5	-1	1	9	-1.3	-1	CC1(C)Cc2c(cnn2-c2ccc(F)cc2)C(NC(=O)c2cnccn2)C1 (configuration not stated)
7	5	-2	7	0	1	-5	-0.8	2	Cc1ccc2c(c1)sc1nc(=O)n(-c3ccc(Cl)cc3)c(=O)n12
15	11	-2	-1	-2	0	7	1.0	7	CCCCN(C(=O)CSc1nnc(-c2ccccc2)n1C)c1c(N)n(Cc2ccccc2)c(=O)[nH]c1=O
1	-4	0	.	0	1	-7	9.0	-2	C[C@H](CO)N1C[C@H](C)[C@@H](CN(C)Cc2cccc(F)c2)Oc2cc(-c3cccc(C#N)c3)ccc2S1(=O)=O
-21	0	-5	3	1	3	-1	0.6	2	N#CC(=C1Nc2ccccc2N1)S(=O)(=O)c1ccccc1
-1	4	1	.	0	1	-2	-1.2	-17	C=CCNC(=O)CSc1nnc(-c2cccc(S(=O)(=O)N3CCOCC3)c2)o1
0	1	3	-6	-1	0	-3	-0.9	2	Cc1ccc(C(C(=O)NC2CCCCC2)N2CCOCC2)cc1 (configuration not stated)
3	-9	2	6	-4	2	13	-1.5	13	CCOc1ccc(N2CC(C(=O)N3CCc4ccccc43)CC2=O)cc1 (configuration not stated)
7	-1	6	3	2	2	-9	-1.6	-2	CCOC(=O)N1CCN(C(=O)C2CCCN(S(=O)(=O)c3cc(C)ccc3OC)C2)CC1 (configuration not stated)
-41	7	-2	2	-1	2	2	1.0	4	CCOc1cccc(-c2nnc3sc(-c4ccco4)nn23)c1
-17	10	11	4	2	1	0	0.2	6	Cn1c(=O)c2c(ncn2CC(=O)N/N=C/C=C/c2ccco2)n(C)c1=O
-17	-3	-12	1	1	2	1	-1.6	-5	COc1ccc(C2C(C(N)=O)=C(C)Nc3nc(-c4ccccc4)nn32)cc1OC (configuration not stated)
6	4	0	-1	-3	1	-6	-0.8	1	COc1ccc(O)c(C(=O)c2cnc3onc(C)c3c2)c1
4	-5	1	8	-2	0	2	1.6	-4	COc1cccc(NC(=O)CSc2nnc(Cn3nnc4ccccc43)n2C)c1
-16	11	-2	-1	-2	2	1	-0.6	-2	O=C(O)Cc1ccc2oc(-c3cccnc3)nc2c1
15	13	1	2	-7	8	4	-0.3	-20	CCc1nn2c(N(C)CCO)cc(C)nc2c1-c1ccc(F)cc1
6	5	4	0	0	5	-2	-1.3	-5	COc1cccc(OC)c1NC(=O)Cn1nc(-c2ccc3c(c2)OCCO3)ccc1=O
2	0	-3	0	2	1	10	0.6	-2	O=C(C[n+]1ccccc1)N/N=C/c1ccc(C(=O)O)cc1
7	4	4	-8	2	3	4	-2.9	-5	NC(=O)CSc1nnc(NC(=O)c2ccc3ccccc3c2)s1
-14	3	-5	2	12	17	4	21	-6	CCO[C@H]1OC(C(=O)NCc2ccccc2)=C[C@@H](c2cn(C(C)=O)c3ccccc23)[C@@H]1CCCO
12	-4	-15	3	5	5	19	1.0	1	Cc1cc(C)cc(NC(=S)Nc2ccc(Cl)c(Cl)c2)c1
-15	15	2	2	-1	1	4	2.1	7	CCOC(=O)c1c(C)nc2ccc(C)cn12
.	-6	1	.	0	-1	-5	.	12	FC(F)(F)c1ccccc1Cc1c(-c2ccco2)nc2ccc(Cl)cn12
15	0	1	-1	0	1	4	-5.3	-1	CCC(=O)Oc1ccc(C(=O)Nc2c[nH]c(=O)[nH]c2=O)cc1
21	24	-2	7	-2	1	8	-0.8	9	CC(=O)c1c(C)n([O-])c2ccccc2[n+]1=O
3	-1	-12	-1	-16	0	7	-0.5	4	CCN1CCN(CC(=O)Nc2nc3ccccc3s2)CC1
0	-3	5	-2	-1	3	-2	1.7	-9	O=C(NC1CCCCC1)C1CCN(c2ncccn2)CC1
-22	-12	-25	1	-6	0	2	-0.5	12	Cc1cc(C)c2nc(N3CCC(C(=O)N4CCCC4)CC3)sc2c1
121*	0	8	1	2	5	-1	4.1	-2	Cc1cc(O)c(C2(O)C(=O)Nc3cc(Br)ccc32)cc1C (configuration not stated)
-2	0	1	2	-5	2	-4	-0.3	9	COc1ccc(Cl)cc1N1C(=O)CC(N2CCc3ccccc32)C1=O (configuration not stated)
-9	7	7	-5	-10	-1	1	-0.9	-10	Cc1ccc(Nc2nc(-c3c(C)n(C)n(-c4ccccc4)c3=O)c(C)s2)cc1
-9	-1	6	8	-1	1	-5	-1.0	6	Cc1cc(NC(=O)CSc2nc3ccccc3[nH]2)no1
1	22	7	5	1	1	-5	-0.1	-10	Cc1cccnc1NC(=O)CNC(=O)C12CC3CC(CC(Cl)(C3)C1)C2
-2	-1	1	6	-2	0	13	2.1	5	CC1CN(c2cnn(C(C)C)c(=O)c2Cl)CC(C)O1 (configuration not stated)
33	-2	-2	-4	0	0	6	-1.8	-6	CCOc1ccc(CCNC(=O)CCCN2C(=O)c3ccccc3C2=O)cc1OCC

(next part)
CRFR2-BP antag	CHRM4 PAM	M5 PAM	IDE inh	M5 ag	M4 ag	CHRM5 antagonist	CRFR2-BP ag	M4 antag	structure
-8	6	0	-1	0	0	4	1.9	-6	C[C@@H]1CN([C@H](C)CO)C(=O)c2cc(NC(=O)Nc3ccc4c(c3)OCO4)ccc2O[C@H]1CN(C)Cc1ccncc1
-5	2	4	2	1	1	6	-1.7	0	CCNc1ccc(S(=O)(=O)N(C)C)cc1[N+](=O)[O-]
-15	-6	-5	6	4	13	1	9.5	-4	CC(=O)N1CC(C)Sc2ccc(S(=O)(=O)NCc3ccc(Cl)cc3)cc21 (configuration not stated)
10	0	-5	1	-2	1	-2	0.1	8	COc1ccc(N(CC(=O)NCc2cccs2)S(=O)(=O)c2c(C)n[nH]c2C)cc1
3	10	-5	1	0	1	-2	-0.1	-17	COc1ccc(N2C(=O)C3CCCN3C2c2ccccc2Cl)cc1 (configuration not stated)
-11	-1	-6	2	1	0	1	1.0	-11	Cc1ccc2cc(CCNC(=O)C(C)C)c(=O)[nH]c2c1C
-10	5	1	2	1	1	-3	-0.1	3	Cc1ccc2cc(/C=C(\C#N)C(N)=O)c(N3CCCCC3)nc2c1
6	-5	-6	-3	1	3	20	0.7	10	CCOC(=O)c1sc(NC(=O)CSc2nc3cccnc3n2C)nc1C
4	5	0	4	-4	0	6	-1.1	1	Cc1cccc(NC(=S)NC2CCCC2)c1
-34	-6	-1	-1	8	15	0	8.0	6	CN(C)CCNS(=O)(=O)c1ccc(N2CCN(c3ccc(F)cc3)CC2)c([N+](=O)[O-])c1
4	2	5	5	0	1	3	-0.6	6	COc1ccccc1N1CC(C(=O)Nc2ccc(C)c(S(=O)(=O)N3CCOCC3)c2)CC1=O (configuration not stated)
2	-6	0	2	-6	1	4	-0.4	-18	COc1ccc(S(=O)(=O)NCCCn2ccnc2)cc1C(C)(C)C
.	-16	-23	.	-8	0	41*	.	29*	COc1cccc(C(c2nnnn2C2CCCCC2)N2CCN(C/C=C/c3ccccc3)CC2)c1OC (configuration not stated)
5	-6	3	.	0	0	-9	-0.5	-2	O=C(Cc1ccc(NC(=O)C2CCN(C(=O)C3CCCC3)CC2)cc1)Nc1ccc(C(=O)N2CCOCC2)cc1
.	-5	-7	.	1	10	15	.	3	Cc1cccnc1C(c1ccc(F)cc1)N(C)C(=O)C1CCN(CCOc2ccc(Cl)cc2Cl)CC1 (configuration not stated)
5	0	4	3	2	0	6	-0.6	2	CN1CC(=O)Nc2ccc(Br)cc2C1=O
13	1	0	5	-2	1	9	-1.1	7	Cc1cccc(C)c1NC(=O)CSc1nnc(C2CCCCC2)o1
